High-throughput results as filed in PubChem BioAssay.
Hsp90 Hop PPI – changes Hsp90-Hop TPR2A binding signal, up or down. AlphaScreen TPR2A-His6 binding biotin-Hsp90 C-terminal peptide. Potency, µM (series often up to 57 µM), for the others: at the highest dose activity change, negative = inhibition. 0.44% of 71,000 active; active = well fitted curve in either direction with a large enough effect; inconclusive = small, poorly fitted or top-dose-only effect, or another doubt; note: potency is the fitted concentration of half-maximal effect; % is set by controls: 0 for no effect and ±100 for the full control effect; many of its hits are not listed in these tables
HBB splice mod – modulators of hemoglobin beta chain splicing | AID 925 | 0.06% of 65,000 active | Potency, µM (titrated, usually from 46.1 µM), for the others: at the top dose activation, hits mostly activators | HBB splicing reporter cell assay, activation; EGFP reporter with mutant IVS2-654 intron; response scale: normalised to 500 nM splice-correcting PNA; note: potency is the fitted concentration of half-maximal effect; 0% is about no effect
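Compounds were applied for 2 days to HeLa EGFP-654 cells, 500/well in Optimem with 2% FCS. The reporter's EGFP is disrupted by mis-splicing of beta-globin intron IVS2-654. Readout: summed well GFP fluorescence from 488 nm laser scanning; reference was 500 nM antisense […] 654 PNA.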
ALOX15 inhib – blocks human 15-lipoxygenase activity | Potency, µM (titrated, usually from 57.1 µM), for the others: at the highest dose activity change, negative = inhibition, usual class: inhibitors | 1.4% of 74,000 active | purified 15hLO-1, xylenol orange hydroperoxide absorbance; note: potency is the fitted concentration of half-maximal effect; % is set by controls: 0 for no effect and ±100 for the full control effect; nearly all actives have a fitted effect of over 55% in size
Target sequence (P16050 whole entry, looked up): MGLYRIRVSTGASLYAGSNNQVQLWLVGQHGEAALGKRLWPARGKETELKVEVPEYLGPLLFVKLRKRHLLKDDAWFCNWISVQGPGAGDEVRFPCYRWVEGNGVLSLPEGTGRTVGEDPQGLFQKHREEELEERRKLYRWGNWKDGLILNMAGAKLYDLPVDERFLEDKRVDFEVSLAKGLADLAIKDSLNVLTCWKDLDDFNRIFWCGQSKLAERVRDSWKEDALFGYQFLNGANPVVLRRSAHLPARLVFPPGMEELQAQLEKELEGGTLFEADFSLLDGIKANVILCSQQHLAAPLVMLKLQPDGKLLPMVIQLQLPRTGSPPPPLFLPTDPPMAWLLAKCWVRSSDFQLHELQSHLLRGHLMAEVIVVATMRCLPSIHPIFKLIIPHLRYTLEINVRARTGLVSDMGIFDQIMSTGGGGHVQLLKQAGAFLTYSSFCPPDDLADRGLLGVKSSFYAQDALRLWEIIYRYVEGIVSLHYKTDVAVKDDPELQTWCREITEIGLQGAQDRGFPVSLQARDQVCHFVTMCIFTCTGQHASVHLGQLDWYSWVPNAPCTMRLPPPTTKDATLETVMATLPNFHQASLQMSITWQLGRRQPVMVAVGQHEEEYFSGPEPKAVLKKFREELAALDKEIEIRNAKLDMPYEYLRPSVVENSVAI
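40 nM 15hLO-1 + cpd, 15 min RT; start w/ 50 uM AA (final), 6 min RT; stop/detect w/ 200 uM XO + 300 uM Fe(II) in 50 mM H2SO4, 30 min; A573/A405. Buffer 25 mM Hepes pH 7.5, 0.01% Triton X-100. No-enzyme wells as negative control.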
HADH2 inh – HADH2 (human) dehydrogenase inhibition; Potency, µM (top dose mostly 57.1 µM), inactives show at the top dose activity change, negative = inhibition, most hits filed as inhibitors; Q99714; 3.4% of 73,000 active; recombinant HADH2, NADH fluorescence, beta-hydroxybutyryl-CoA; note: potency is the fitted concentration of half-maximal effect; % is set by controls: 0 for no effect and ±100 for the full control effect; nearly all actives have a fitted effect of over 60% in size; many of its hits are not listed in these tables
Target sequence (Q99714 whole entry, looked up, one chain of several): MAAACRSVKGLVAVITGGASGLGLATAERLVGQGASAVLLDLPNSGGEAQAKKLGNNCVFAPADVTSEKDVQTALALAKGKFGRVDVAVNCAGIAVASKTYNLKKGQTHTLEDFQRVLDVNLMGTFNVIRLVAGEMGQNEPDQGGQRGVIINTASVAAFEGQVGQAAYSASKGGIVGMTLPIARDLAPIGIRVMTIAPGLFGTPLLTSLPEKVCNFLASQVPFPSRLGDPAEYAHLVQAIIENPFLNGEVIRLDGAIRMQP
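20 nM HADH2 + cpd, 15 min RT; add 1 mM NAD+/90 uM beta-hydroxybutyryl-CoA; kinetic fluorescence 360/450 nm, 4 min. Tris-HCl pH 9.0, 0.01% Tween-20.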
4MU fluor – compound fluoresces in the 4-MU spectral region; 11% of 59,000 active; max dye-equivalent concentration, M; compound autofluorescence, 340/450 nm, 4-MU equivalents; hits give high values; in the data active = max dye-equivalent concentration above about 10 nM; inconclusive = mostly about 1.1 nM to 9.6 nM
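Compounds in 100 mM Tris, pH 8.0, incubated 15 min at room temperature, then fluorescence read at 340 nm excitation/450 nm emission. Signal converted to 4-MU dye-equivalent concentration using an on-plate six-point 4-MU standard curve.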
TexasRed autofl – compound fluoresces in the Texas Red spectral region; 0.06% of 59,000 active; Compound fluorescence, Texas Red channel, 547/618 nm; hits give high values; max dye-equivalent concentration, M; in the data active = max dye-equivalent concentration above about 10 nM; inconclusive = between about 1.1 nM and that limit
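Pin-transferred compounds and Texas Red standards go into 100 mM Tris buffer, pH 8.0. After 15 min at room temperature, plates are imaged with 547/618 nm filters. Each value is a dye-equivalent concentration derived from the per-plate dye curve.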
DNA Pol III inh – inhibitors of bacterial DNA polymerase III holoenzyme | reconstituted DNA polymerase III holoenzyme replication, biochemical | Potency, µM (top dose mostly 57.1 µM), without a hit: at the highest dose activity change, negative = inhibition | AID 603 | 0.25% of 71,000 active; note: potency is the fitted concentration of half-maximal effect; % is set by controls: 0 for no effect and ±100 for the full control effect
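Reconstituted *E. coli* holoenzyme (0.35 nM Pol III, 1 nM beta, 154 nM SSB, 2 nM primase) was preincubated with compound for 15 min at RT. Synthesis on 1.4 nM ssM13Gori ran 35 min, then was stopped with PicoGreen/EDTA and read as dsDNA fluorescence.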
Rhodamine fluor – rhodamine region autofluorescence; max dye-equivalent concentration, M; 0.05% of 59,000 active; Rhodamine-region fluorescence, 547/598 nm, Tris buffer; hits give high values; in the data active = max dye-equivalent concentration above about 11 nM; inconclusive = between about 1.1 nM and that limit
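Steps: pin-transfer compounds into pH 8.0 Tris (100 mM), hold 15 min at room temperature, image with a 547/598 nm filter pair, and convert intensities to rhodamine-equivalent concentration using a six-point on-plate rhodamine series.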
Epigenetic mod – epigenetic GFP locus derepression in mouse cells; mouse C127i GFP locus derepression, cytometry, 30 h; Potency, µM (series often up to 46.1 µM), for inactives: at the top dose GFP derepression (activation); 0.09% of 68,000 active; AID 597; note: % of control where 0% means no effect
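Locus derepression in mouse mammary C127i cells whose integrated CMV-GFP reporter is normally silent; GFP expression after 30 h compound treatment was quantified by counting fluorescent cells.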
Ub-GFP proteasome – proteasome inhibitors stabilizing ubiquitin-GFP reporter. Ubiquitin-GFP reporter cells, proteasome inhibition, GFP fluorescence; response scale: untreated = 0%, 10 µM MG-132 = 100%. Potency, µM (top dose mostly 45.9 µM), without a hit: at the highest dose activation (GFP accumulation), hits mostly activators. 67,000 tested, under 10 active. AID 526; active = well fitted activation curve with a large enough effect, not every such curve was filed as active; inconclusive = small, poorly fitted or top-dose-only effect, or another doubt; inactive = no such curve, though single readings can be large or run the other way; note: potency is the fitted concentration of half-maximal effect
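U2OS cells expressing ubiquitin(G76V)-GFP, seeded overnight in 0.5% FBS medium, then treated 4 hr at 37 C across 46 uM to 2.9 nM. GFP-positive cells counted by laser cytometry (488 ex/515 em); %activity scaled between basal and 10 uM MG-132.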
Fluorescein fluor – compound autofluorescence in fluorescein spectral region | Compound autofluorescence, 480/540 nm, fluorescein-equivalent; hits give high values | max fluorescein-equivalent concentration, M | 0.91% of 59,000 active | AID 593; in the data active = max fluorescein-equivalent concentration above about 10 nM; inconclusive = between about 1.1 nM and that limit
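Spectral profiling of library compounds in the fluorescein window (480 nm excitation, 540 nm emission) after 15 min at room temperature in pH 8.0 Tris (100 mM). Values are dye-equivalent concentrations.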
Active calls of the source: *; i = inactive; ? = inconclusive; · = not tested or not shown; & = joins results of further samples; [ ] = another dose, or the depositor's remark. Unless noted, calls come from the whole dose curve; as a rule, active = well fitted curve in the direction sought with a large enough effect; inconclusive = small, poorly fitted or top-dose-only effect, or another doubt; inactive = no such curve, though single readings can be large; an effect the other way counts as inactive or inconclusive. An excerpt; count on the stated rates, not on these rows.

entry	SMILES	Hsp90 Hop PPI	HBB splice mod	ALOX15 inhib	HADH2 inh	4MU fluor	TexasRed autofl
1	CCOC(=O)c1cccc(NC(=O)C(C)N2C(=O)c3ccccc3C2=O)c1 (stereo unspecified)	-3%	·	-19%	?	i	i
2	Cc1cnc(CNc2cc(-c3ccccc3CN(C)C)ncn2)cn1	-10%	1.1%	-19%	?	i	i
3	CN1CCN(c2ncnc3ccc(-c4cccc(NS(C)(=O)=O)c4)cc23)CC1	8%	1.7%	-2%	1%	i	i
4	CCOc1ccc(-n2c(=O)c3c(C)c(C)sc3n(CC(=O)NCc3ccco3)c2=O)cc1	4%	0.1%	-9%	15%	i	i
5	COc1ccc(OC)c(NC2c3ncccc3C(=O)N2Cc2ccco2)c1 (stereo unspecified)	-12%	0.1%	?	?	i	i
6	O=S(=O)(c1ccccc1)N1CCC2(CCN(Cc3nccs3)CC2)CC1	2%	0.4%	2%	13%	i	i
7	O=C(NCC(O)c1ccccc1)c1cccc(S(=O)(=O)N2CCOCC2)c1 (stereo unspecified)	-6%	-0.5%	2%	7%	i	i
8	Nc1nc(=O)c2[nH]cnc2n1O	-1%[11 µM]	-0.2%[9.22 µM]	3%[11.4 µM]	1%[11.4 µM]	?	i
9	c1ccc(C2C3=C(CCCC3)Nc3ncnn32)cc1 (stereo unspecified)	-2%	0.3%[57.5 µM]	?	-12%	i	i
10	Cc1cccc(CSC2=NCCN2C(=O)c2ccco2)c1	0%	-0.2%	3%	-2%	·	·
11	O=C(NCCc1ccncc1)Nc1ccccc1Cl	-4%	1.8%	-4%	-5%	i	i
12	Cc1ccnc(Sc2nc3c(c(=O)[nH]c(=O)n3C)n2CCCc2ccccc2)n1	-5%	·	6%	9%	i	i
13	COCCCNC(=O)c1ccc(CS(=O)(=O)Cc2cccc(C)c2)o1	-2%	0.0%	-2%	12%	i	i
14	CC(=O)Nc1cc(NC(=O)CCCC(=O)O)ccc1Cl	-2%	-3.2%	-2%	-5%	·	·
15	CCCCn1nnnc1NCc1cc(OC)c(OC)c(OC)c1	-1%	2.0%[57.5 µM]	9%	9%	i	i

entry	DNA Pol III inh	Rhodamine fluor	Epigenetic mod	Ub-GFP proteasome	Fluorescein fluor
1	-3%	i	0%	-1%	?
2	-6%	i	4%[9.22 µM]	-7%	?
3	-5%	i	2%[9.22 µM]	-7%	?
4	-7%	i	1%	10%	i
5	-4%	i	-3%	10%	i
6	-3%	i	0%[9.22 µM]	-3%	i
7	-3%	i	0%	-2%	i
8	-4%[11.4 µM]	i	0%[9.22 µM]	-1%[9.17 µM]	i
9	-4%	i	2%	-8%	i
10	-7%	·	-5%	-3%	·
11	-5%	i	2%	-2%	?
12	-4%	i	-2%	5%	i
13	-3%	i	6%	-1%	?
14	-8%	·	3%	10%	·
15	9%	i	-2%	3%	?

Entries of single compounds from above:
Record of `CCOc1ccc(-n2c(=O)c3c(C)c(C)sc3n(CC(=O)NCc3ccco3)c2=O)cc1` → Hsp90 Hop PPI = 4%; HBB splice mod = 0.1%; ALOX15 inhib = -9%; HADH2 inh = 15%; 4MU fluor = i; TexasRed autofl = i; DNA Pol III inh = -7%; Rhodamine fluor = i; Epigenetic mod = 1%; Ub-GFP proteasome = 10%; Fluorescein fluor = i
Record of `c1ccc(C2C3=C(CCCC3)Nc3ncnn32)cc1` (stereo unspecified) → Hsp90 Hop PPI = -2%; HBB splice mod = 0.3%[57.5 µM]; ALOX15 inhib = ?; HADH2 inh = -12%; 4MU fluor = i; TexasRed autofl = i; DNA Pol III inh = -4%; Rhodamine fluor = i; Epigenetic mod = 2%; Ub-GFP proteasome = -8%; Fluorescein fluor = i

Back to the main list, repeating the 3 entries before the break.
entry	SMILES	Hsp90 Hop PPI	HBB splice mod	ALOX15 inhib	HADH2 inh	4MU fluor	TexasRed autofl
13	COCCCNC(=O)c1ccc(CS(=O)(=O)Cc2cccc(C)c2)o1	-2%	0.0%	-2%	12%	i	i
14	CC(=O)Nc1cc(NC(=O)CCCC(=O)O)ccc1Cl	-2%	-3.2%	-2%	-5%	·	·
15	CCCCn1nnnc1NCc1cc(OC)c(OC)c(OC)c1	-1%	2.0%[57.5 µM]	9%	9%	i	i
16	CCCCN1CCC(COC(=O)c2cc(Cl)c(N)c3c2OCCO3)CC1	1%	-0.3%	2%	10%	i	?
17	CCC(Oc1ccccc1)C(=O)Nc1ccc(S(=O)(=O)NCC2CCCO2)cc1 (stereo unspecified)	-2%	·	-9%	-7%	i	i
18	Cc1nc2ccccc2c2oc(C(=O)NCc3ccc4c(c3)OCO4)cc12	-2%	-1.1%	-7%	-19%	·	·
19	COC(=O)COn1c(SCC(=O)OC)nc2ccccc2c1=O	·	·	·	·	i	i
20	Cc1ccc2c(c1)C1CN(C)CCC1N2CC(=O)N(C)c1ccccc1 (stereo unspecified)	-2%	-3.5%[57.5 µM]	2%	15%	i	i
21	CCCN(CCC)CCNC(=O)C(NS(=O)(=O)c1ccc2c(c1)CCC(=O)N2)c1ccccc1 (stereo unspecified)	-1%	3.5%[0.369 µM]	13%	4%	?	i
22	O=C1CC(N2CCC(O)(c3ccc(Cl)cc3)CC2)C(=O)N1 (stereo unspecified)	-7%	3.6%	5%	-8%	i	i
23	CCOc1ccc(NC(=O)N(C2CCCCC2)C2CCN(C(C)=O)CC2)cc1	-1%	-0.2%	2%	8%	·	·
24	C[C@@](N)(C(=O)O)c1ccc(P(=O)(O)O)cc1	-3%	·	-18%[25.6 µM]	19%	·	·
25	Cc1cc(C)n(Cc2ccccc2Cl)n1	0%	-2.8%[57.5 µM]	0%	2%	i	i
26	Cc1cc(C(=O)CSc2nc3ccccc3[nH]2)c(C)n1C	-8%	-2.7%	-7%	6%	?	i
27	O=C(O)c1ccccc1S(=O)(=O)Cc1ccccc1	0%	-0.7%	-1%	-5%	i	i
28	NCCNS(=O)(=O)c1cccc2c(Cl)cccc12	0%	·	4%	-5%&0%	·	·
29	CC(=O)c1cc(CN2C(=O)c3ccccc3C2=O)cs1	0%	0.7%	-1%	6%	i	i
30	COc1ccc(-c2nc(C#N)c(NCCN(C)C)o2)cc1	-2%	-0.5%	-6%	25µM*	·	·

entry	DNA Pol III inh	Rhodamine fluor	Epigenetic mod	Ub-GFP proteasome	Fluorescein fluor
13	-3%	i	6%	-1%	?
14	-8%	·	3%	10%	·
15	9%	i	-2%	3%	?
16	-12%	i	1%	-7%	?
17	-4%	i	-3%	-4%	?
18	2%	·	0%	-1%	·
19	·	i	0%[20.6 µM]	·	i
20	-1%	i	5%	1%	i
21	-6%	i	2%	·	i
22	-3%	i	0%	10%	?
23	-4%	·	-8%	3%	·
24	-2%	·	0%	3%	·
25	-5%	i	0%	0%	?
26	-5%	i	1%	-1%	?
27	-1%	i	0%	-6%	i
28	-4%	·	0%	-3%	·
29	-8%	i	0%	-5%	i
30	-2%	·	-2%	0%	·

Other structures follow:
entry	SMILES	Hsp90 Hop PPI	HBB splice mod	ALOX15 inhib	HADH2 inh	4MU fluor	TexasRed autofl
31	O=C(Nc1ccccc1-c1ccccc1)c1ccco1	4%	-0.1%[57.5 µM]	9%	-4%	i	i
32	CSc1oc(-c2ccccc2)nc1C(N)=O	0%	-0.2%[57.5 µM]	7%	-5%	i	?
33	CCOC(=O)C1C2C=CC3(CN(c4ccc(Cl)c(F)c4)C(=O)C13)O2 (stereo unspecified)	-4%[2.3 µM]	0.7%	0%	-7%	·	·
34	O=C(O)c1cccc(NS(=O)(=O)c2ccc3nnn(O)c3c2)c1	0%	-5.7%	-23%	?	i	i
35	O=C(CCC(=O)c1cccs1)NCc1ccccc1	2%	0.0%[57.5 µM]	7%	-4%	i	?

entry	DNA Pol III inh	Rhodamine fluor	Epigenetic mod	Ub-GFP proteasome	Fluorescein fluor
31	-3%	i	3%	-2%	?
32	1%	i	-2%	-5%	i
33	5%	·	·	-5%	·
34	-3%	i	0%	-7%	?
35	1%	i	2%	0%	i
